PGK inhibitor = qHTS Assay to Find Inhibitors of Phosphoglycerate Kinase | Potency, µM (titrated, usually from 57.5 µM), inactives show at the highest dose activity change, negative = inhibition, most hits filed as inhibitors | PGK/GAPDH coupled, Kinase-Glo luminescence, 60 min | Phosphoglycerate kinase, glycosomal (Trypanosoma brucei brucei), P07378 | AID 602233, 2012 | actives 0.043% (n = 380,000); also: potency is read from the fitted curve at half-maximal effect; % is scaled to controls: 0 for no effect and ±100 for the full control effect; nearly all actives have a fitted effect of over 60% in size
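Recombinant glycosomal PGK reaction used 1,3-bisphosphoglycerate generated in-well by GAPDH (100nM final) in 100mM TEA pH 7.6, 5mM MgCl2, 0.01% Tween-20. After 60 minutes at room temperature, ATP was read by Kinase-Glo Plus luminescence end-point.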
PI4K2A block = qHTS for small molecular inhibitors of PI4K2A | Phosphatidylinositol 4-kinase type 2-alpha (Homo sapiens), Q9BTU6 | purified PI4K2A, ADP-Glo luminescence, 1 h; hits give low values | activity change, negative = inhibition, % at 76.9 µM | actives 0.13% (n = 420,000); in the data active = activity change below about -50%; inconclusive = mostly about -30% to -49%;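 also: -100% = wells without enzyme as full effect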
Target sequence (Q9BTU6 whole entry, looked up): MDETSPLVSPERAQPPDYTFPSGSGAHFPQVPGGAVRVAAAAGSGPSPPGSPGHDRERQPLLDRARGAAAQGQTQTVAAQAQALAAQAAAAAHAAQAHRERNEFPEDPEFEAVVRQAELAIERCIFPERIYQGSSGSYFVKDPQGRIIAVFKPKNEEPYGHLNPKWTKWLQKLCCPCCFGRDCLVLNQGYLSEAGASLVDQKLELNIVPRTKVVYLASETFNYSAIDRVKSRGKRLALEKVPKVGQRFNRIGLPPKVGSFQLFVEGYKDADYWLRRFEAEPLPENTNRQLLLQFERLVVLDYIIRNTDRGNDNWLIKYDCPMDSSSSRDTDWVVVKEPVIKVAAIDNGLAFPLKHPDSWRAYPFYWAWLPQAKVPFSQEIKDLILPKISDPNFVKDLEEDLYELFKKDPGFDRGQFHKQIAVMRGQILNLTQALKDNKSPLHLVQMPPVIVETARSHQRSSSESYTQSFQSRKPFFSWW
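PI4K2A activity was measured by ADP-Glo luminescence: enzyme (4 ug/mL stock) and phosphatidylinositol (1.2 mM stock) in Tris pH 7.5/MgCl2/EGTA/Triton X-100 buffer were reacted with ATP (300 microM stock) for one hour at ambient temperature.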
JMJD2A Tudor = qHTS Assay for Inhibitors of JMJD2A-Tudor Domain; Lysine-specific demethylase 4A (Homo sapiens), O75164; AlphaScreen JMJD2A-Tudor / H3K4me3 peptide binding; Potency, µM (series often up to 114 µM), for the others: at the top dose activity change, negative = inhibition, hits mostly inhibitors; actives 4.4% (n = 390,000); AID 504339, 2011; also: potency is read from the fitted curve at half-maximal effect; % is scaled to controls: 0 for no effect and ±100 for the full control effect; nearly all actives have a fitted effect of over 50% in size
ERG-DNA inh = qHTS for Small Molecule Inhibitors of the ERG Ets/DNA interaction. Transcriptional regulator ERG (Homo sapiens), P11308. fluorescence polarization, His-ERG Ets domain / labelled DNA. Potency, µM (titrated, usually from 76.9 µM), inactives show top-dose FP activity, negative = inhibition, actives largely listed as inhibitors. actives 0.028% (n = 370,000). AID 624246, 2012; active = well fitted inhibition curve with a large enough effect in the polarisation, with a control signal flat; inconclusive = small, poorly fitted or top-dose-only effect, or effect the other way, or a change in a side signal; inactive = no such curve, though single readings can be large or run the other way; the % refers to the polarisation;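 also: polarization taken with two DNA probes labelled with fluorescein and Texas red; potency is read from the fitted curve at half-maximal effect; % of control where 0% means no effect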
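His-tagged ERG Ets domain (1 uM in the protein solution; 300mM KCl, 50mM Tris-HCl, 1mM EDTA, 1mM DTT, pH 7.5) received compound, then a probe mix of 5 nM fluorescein-DNA and 100nM Texas-615-DNA. Fluorescence polarization was read for both dyes.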
BAZ2B block = qHTS Assay for Inhibitors of BAZ2B; AID 504333, 2011; AlphaScreen BAZ2B-H3K14Ac peptide displacement; Potency, µM (highest dose often 114 µM), for the others: top-dose activity change, negative = inhibition, hits mostly inhibitors; actives 4.4% (n = 360,000); Bromodomain adjacent to zinc finger domain protein 2B (Homo sapiens), Q9UIF8; also: potency is read from the fitted curve at half-maximal effect; % is scaled to controls: 0 for no effect and ±100 for the full control effect; nearly all actives have a fitted effect of over 60% in size
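Multi-concentration screen (max 110 uM) measuring displacement of acetylated histone H3 peptide from BAZ2B by AlphaScreen, using 50 nM protein, 50 nM peptide and 10 ug/mL streptavidin donor plus Ni-chelate acceptor beads.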
GLS inhibitor = qHTS for Inhibitors of Glutaminase (GLS). Glutaminase kidney isoform, mitochondrial (Homo sapiens), O94925. GLS enzymatic activity, qHTS titration. Potency, µM (highest dose often 45.5 µM), without a hit: top-dose activity change, negative = inhibition, usual class: inhibitors. actives 0.21% (n = 410,000); also: potency is read from the fitted curve at half-maximal effect; % is scaled to controls: 0 for no effect and ±100 for the full control effect
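Enzyme dispensed in phosphate buffer (45 mM, pH 8.2, 0.02% Tween-20), compounds pinned in, then 1 mM L-glutamine solution and the glutamate oxidase–HRP–Amplex Red mix added; fluorescence read immediately and again after 30 min at room temperature.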
HP1b chromo inh = HTS for Inhibitors of HP1-beta Chromodomain Interactions with Methylated Histone Tails. Chromobox protein homolog 1 (Homo sapiens), P83916. AlphaScreen HP1-beta / biotin-H3K9me3 peptide binding. Potency, µM (top dose mostly 114 µM), without a hit: top-dose activity change, negative = inhibition, actives largely listed as inhibitors. actives 0.56% (n = 390,000). AID 540317, 2011; also: potency is read from the fitted curve at half-maximal effect; nearly all actives have a fitted effect of over 70% in size; inactives centre near 23
Target sequence (P83916 whole entry, looked up): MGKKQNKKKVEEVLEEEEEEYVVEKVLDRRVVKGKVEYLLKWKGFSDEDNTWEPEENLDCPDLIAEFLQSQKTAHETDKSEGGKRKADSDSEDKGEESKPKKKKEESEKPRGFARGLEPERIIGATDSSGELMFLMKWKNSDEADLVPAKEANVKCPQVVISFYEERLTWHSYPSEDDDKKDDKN
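HP1-beta protein (50 nM final) preincubated 30 min at room temperature with biotinylated H3(1-18)K9me3 peptide (50 nM) in PBS pH 7.4, 0.01% Tween-20, then compound added for 30 min. AlphaScreen streptavidin donor/nickel chelate acceptor beads (10 ug/mL final), 30 min dark, luminescence read.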
Pin1 inhibitor = qHTS Assay to Find Inhibitors of Pin1; Peptidyl-prolyl cis-trans isomerase NIMA-interacting 1 (Homo sapiens), Q13526; Pin1 FP peptide displacement, HiFluor488, 10 min; Potency, µM (doses to about 115 µM), for the others: top-dose activity, negative = inhibition, actives largely listed as inhibitors; actives 0.009% (n = 390,000); AID 504891, 2011; active = well fitted inhibition curve with a large enough effect in the polarisation, with a control signal flat, not every such curve was filed as active; inconclusive = small, poorly fitted or top-dose-only effect, or effect the other way, or a change in a side signal; inactive = no such curve, though single readings can be large or run the other way; the % refers to the polarisation; also: potency is read from the fitted curve at half-maximal effect; % is scaled to controls: 0 for no effect and ±100 for the full control effect
G9a block = qHTS Assay for Inhibitors of Histone Lysine Methyltransferase G9a | Histone-lysine N-methyltransferase EHMT2 (Homo sapiens), Q96KQ7 | G9a H3K9 monomethylation, AlphaScreen, 2 h | Potency, µM (highest dose often 102 µM), for the others: top-dose activity, negative = inhibition, most hits filed as inhibitors | actives 8.8% (n = 350,000) | AID 504332, 2011; also: potency is read from the fitted curve at half-maximal effect; % is scaled to controls: 0 for no effect and ±100 for the full control effect; nearly all actives have a fitted effect of over 75% in size
Target sequence (Q96KQ7 913-1193 limits assumed): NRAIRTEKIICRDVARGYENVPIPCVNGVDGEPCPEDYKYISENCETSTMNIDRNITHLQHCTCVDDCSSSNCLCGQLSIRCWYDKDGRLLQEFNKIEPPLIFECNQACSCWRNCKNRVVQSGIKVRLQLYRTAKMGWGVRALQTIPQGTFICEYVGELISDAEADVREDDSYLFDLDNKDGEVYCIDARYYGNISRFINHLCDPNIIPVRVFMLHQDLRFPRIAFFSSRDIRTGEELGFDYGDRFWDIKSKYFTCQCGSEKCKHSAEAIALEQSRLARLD
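Quantitative HTS format: methyltransferase activity on a biotin-tagged H3K9 peptide is measured by AlphaScreen, using a rabbit anti-monomethyl-H3K9 antibody with streptavidin donor and anti-IgG acceptor beads. Final levels are 20 nM enzyme, 500 nM peptide, 20 uM SAM; 2 h RT.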
Starred values were filed as active, the others as inactive; i = inactive; ? = inconclusive; nt = no result given; [ ] = remark or other dose. Unless noted, calls follow the shape of the dose curve; as a rule, active = well fitted curve in the direction sought with a large enough effect; inconclusive = small, poorly fitted or top-dose-only effect, or another doubt; inactive = no such curve, though single readings can be large; an effect the other way counts as inactive or inconclusive.

PGK inhibitor,HP1b chromo inh,PI4K2A block,ERG-DNA inh,GLS inhibitor,G9a block,JMJD2A Tudor,BAZ2B block,Pin1 inhibitor,SMILES
5%,34%,5,7%,-2%,-8%[59 µM],8%,-31%,32%[activator],O=C(O)CCn1ccnc1-c1ccccc1
-16%,30%,-6,3%,5%,-23%,-8%,-7%,1%,O=C(CSc1nc2[nH]ncc2c(=O)[nH]1)Nc1ccccc1C(F)(F)F
i,45%[activator],-8,-5%,2%,3%[59 µM],-16%,-27%,1%,COc1cccc(C(=O)N2CCN(CCc3ccncc3)CC2)c1
i,39%[activator],-3,-1%,-1%,-1%[59 µM],3%,6%,1%,O=C(NCc1ccc2c(c1)OCO2)c1cccc(Cl)c1
-9%,44%,4,-10%,-8%,-3%[59 µM],5%,-7%,-8%,CC(=O)c1cccc(NC(=O)c2ccc(NS(C)(=O)=O)cc2)c1
1%,1%,2,-1%,3%,?,-15%,nt,1%,O=C(Nc1cc(F)cc(F)c1)c1ccc(NCCCN2CCCCCC2)c([N+](=O)[O-])c1
0%,32%,-2,-3%,1%,-4%[59 µM],-7%,1%,-5%,CCOC(=O)c1cc2c(=O)n3ccccc3nc2n(CCOC)c1=NC(=O)C(C)(C)Oc1ccc(Cl)cc1
-6%,36%,4,-7%,2%,1%,-3%,-1%,0%,CCCc1nnc(N2C(=O)c3cccc4cccc(c34)C2=O)s1
9%,89%[activator],2,-4%,-3%,50µM*,33%,26%,-7%,CCCCS(=O)CC(COc1ccc(Cl)cc1)OC(=O)c1ccccc1 (stereo unspecified)
i,50%[activator],3,10%,2%,-28%,-14%,-5%,-2%,Cc1onc(-c2c(F)cccc2Cl)c1C(=O)NCc1ccc(F)cc1
i,56%[activator],-3,10%,-1%,nt,-4%,?,-2%,CCNC(=S)N1CCC(C(=O)c2ccc(Cl)cc2)CC1
i,23%,-5,-3%,4%,10%,6%,5%,-3%,COC(=O)[C@H](CCSC)NC(=O)Nc1ccc(C(C)C)cc1
i,36%,-5,-4%,-5%,-6%,8%,16%,-5%,Cc1ccc(Sc2ncnc3onc(C)c23)c(C)c1
6%,12%[57 µM],3,-8%,9%,nt,3%,nt,1%,Cc1c(NS(=O)(=O)c2cccc(C(=O)N3CCC(C(N)=O)CC3)c2)c(=O)n(-c2ccccc2)n1C
-6%,38%,-2,2%,2%,-5%[12.7 µM],?,-4%,-7%,O=C(NCCC1=CCCCC1)C1CCN(S(=O)(=O)N2CCOCC2)CC1
-12%,26%,1,0%,0%,17%[59 µM],-21%,1%,4%,O=[N+]([O-])c1cccc(/C=N/Nc2nc(N3CCOCC3)nc(N3CCOCC3)n2)c1
-6%,22µM*,10,-3%,2%,45µM*,50µM*,14µM*,?,CCOC(=O)c1c(C)[nH]c(N=Nc2ccc(C)cc2C)c1C
-4%,-19%,-5,-4%,?,?,?,?,?,Cc1c(NC(=O)/C=C/c2cn(-c3ccccc3)nc2-c2ccc(F)cc2)c(=O)n(-c2ccccc2)n1C
-10%,23%,-5,-1%,3%,1%[59 µM],-11%,0%,0%,O=C(Cn1c(-c2cccs2)cc2cc(Cl)ccc21)N1CCN(c2ccccc2)CC1
0%,39%,-2,0%,1%,nt,0%,nt,-1%,Cc1noc(C)c1COc1ccc(C(=O)N2CCC(C(N)=O)CC2)cc1
-2%,5%,7,-22%,0%,?,-36%,-30%,-1%,CCN(CC)CCNc1nc(-c2ccc(OC(F)F)cc2)c(C)s1
6%,30%,0,-5%,15%,-25%,-15%,-10%,3%,O=C(O)CSCC(=O)NCc1c(Cl)cccc1Oc1ccccc1
-11%,21%,3,-4%,2%,-2%[2.33 µM],-12%,-3%,-6%,COc1ccc(NC(=O)CN(C)C(=O)c2cc(C3CC3)nn2-c2ccccc2)cc1
-7%,-3%,-2,-5%,22%,2µM*,?,-9%,4%,O=C(Nc1ccc2c(c1)OCCO2)NC1(C(F)(F)F)Oc2ccccc2O1
-3%,15%,6,1%,-6%,-3%[59 µM],-17%,-4%,1%,O=C(COc1ccc(C(=O)Nc2ccc(Cl)cc2)cc1)NCc1ccccc1
-4%,-19%,9,9%,0%,6.3µM*,?,?,-2%,O=[N+]([O-])c1ccccc1/C=C/C=N/n1c(-c2ccc(Cl)cc2)n[nH]c1=S
6%,22%,1,nt,0%,nt,-17%,nt,3%,COc1ccccc1Nc1nc(NCCO)nc(N2CCCC2)n1
4%,7%,0,-2%,-6%,33%[activator],-18%,-10%,0%,O=C(NC(c1ccccc1)c1ccccc1)N1CCOCC1
9%,15%[57 µM],6,-7%,4%,14%[59 µM],-3%,-5%,3%,COc1cc(-c2cc3n(C)c(C)c(CCC(=O)NC4CCCCC4)c(=O)n3n2)cc(OC)c1OC
0%,72%[activator],1,12%,1%,nt,1%,nt,0%,O=C(OCc1ccccc1)N1CCC2CC1c1c(-c3ccc(C(F)(F)F)cc3)cccc12 (stereo unspecified)
3%,12%,-2,nt,-1%,32µM*,?,-6%,-1%,CN(C)CCCNCCCNC(=O)/C=N/O
-9%,34%[activator],-1,-12%,-7%,12%,-8%,0%,-7%,COc1ccc(NC(=O)CSc2nnc(-c3ccccc3C)n2N)cc1OC
-1%,-8%,0,-8%,4%,7.9µM*,-25%,-2%,?,CCCCS(=O)(=O)CC(O)CSc1nc(-c2ccc(C)cc2)cc(-c2ccccc2)c1C#N (stereo unspecified)
9%,28%,0,0%,0%,-8%[59 µM],-16%,10%,6%,O=C(NC1CCCCCCC1)C1CCN(c2nc3ccccc3o2)CC1
-8%,25%,3,-3%,-9%,?,-2%,4%,-4%,O=C(NCCCN1CCOCC1)/C(=C/c1ccco1)NC(=O)c1ccccc1
0%,25%,-5,-5%,8%,nt,-6%,-1%,-2%,O=C(NCc1cccnc1)Nc1cccc(Cl)c1Cl
7%,7%,-1,-1%,7%,7%[0.501 µM],?,50µM*,13%,COc1cc(C#Cc2c(-c3cncn3C)n(C)c3ccc(-c4cnc(OC)nc4)cc23)cc(OC)c1
-5%,17%,6,0%,3%,-10%,-1%,3%,5%,COc1ccc(OCc2nnc(SCC(=O)N3CCCCC3)o2)cc1
i,0%,1,10%,5%,nt,-8%,nt,-10%,CSc1ncnc2ncn(C)c12
-2%,33%,4,5%,-5%,nt,-8%,6%,-6%,CCNC(=S)NNC(=O)c1csc2ccccc12
-1%,23%,-7,7%,9%,2%[59 µM],-10%,3%,20%,O=C(NCCCCNC(=O)c1ccc(Br)s1)c1ccc(Br)s1
i,22%,3,-2%,-9%,1%[59 µM],-1%[57.1 µM],5%,2%,CCN1CCCC1CN(Cc1cc2ccc(C)cc2[nH]c1=O)C(=S)Nc1ccccc1OC (stereo unspecified)
-1%,25%,6,-8%,1%,-2%,-17%,-13%,-2%,CCOc1ccc(C(=O)Nc2ccc(S(=O)(=O)NCC3CCCO3)cc2)cc1OCC (stereo unspecified)
-13%,?,-14,6%,-9%,7.9µM*,18µM*,56µM*,?,O=c1oc2c3c4c(cc2s1)CCCN4CCC3
i,18%,0,-2%,-2%,?,-18%,?,-7%,Nc1nnnn1/N=C/c1cc(Cl)cc(Cl)c1OCc1ccc(Cl)cc1Cl
i,32%,0,-2%,0%,nt,-3%,nt,-2%,Cc1cn([C@H]2C[C@H](O)[C@@H](CCC(=O)NC(c3ccccc3)c3ccccc3)O2)c(=O)[nH]c1=O
11%,-4%,1,1%,-6%,-36%,3%[57.1 µM],-8%,?,O=Cc1sc([O-])nc1-[n+]1ccc2ccccc2c1
-7%,-9%,2,0%,13%,?,?,?,30%[activator],O=C(CCC1N=C2c3ccccc3N=C(SCc3ccccc3Cl)N2C1=O)N1CCN(c2ccccc2)CC1 (stereo unspecified)
-6%,33%[activator],2,0%,1%,?,31%,3%,-3%,O=C(Oc1cccnc1)c1cc(S(=O)(=O)N2CCCCC2)ccc1Cl
2%,16%,-3,5%,0%,nt,-10%,0%,-1%,O=C(CCCc1ccccc1)Nc1cccc([N+](=O)[O-])c1

Screens as filed in PubChem BioAssay.
